human PMI inhibition = inhibitors of human PMI, primary screen, biochemical, fluorescence intensity, coupled assay (AID 1209); purified PMI enzyme, coupled fluorescence intensity; higher % means a stronger effect; one-dose inhibition, % at 20 µM; IC50 in µM for titrated hits; actives 0.42% (n = 190,000); Mannose-6-phosphate isomerase (Homo sapiens);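 also: plate controls were DMSO vehicle for no effect and wells lacking substrate for full effect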
WT yeast gro inh = growth inhibition of WT strain, primary screen, mitochondrial fusion inhibitor project, WT and mutant strains, chemical genetic | mitochondrial fusion phenotypic screen | inhibition, % at 10 µM | actives 2.1% (n = 190,000) | AID 1362, 2008; in the data active = inhibition above about 58%; tested in S. cerevisiae
PMI inhibition = human PMI inhibitors, high substrate, primary screen, biochemical, fluorescence intensity, high mannose 6-phosphate (AID 1220); Mannose-6-phosphate isomerase (Homo sapiens); actives 0.66% (n = 190,000); recombinant PMI enzyme, coupled fluorescence intensity; higher % means a stronger effect; one-dose inhibition, % at 20 µM; IC50 in µM for titrated hits
Ins promoter up = insulin promoter activators in MIN6 cells, imaging, high-content screening, mouse beta cells; MIN6 insulin promoter-GFP reporter; stronger effect = higher value; z-score at 5 µM; actives 0.3% (n = 190,000); AID 1625, 2009;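 active = z-score above 3 at 5 µM with at least 500 cells counted in the well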
MT stabilizer = microtubule stabilizers in HeLa cells, primary screen, imaging, high-content imaging; % tubulin-high responders, % at 10 µM; HeLa tubulin immunostaining HCS, 24 h; share of cells brighter than vehicle mean+2SD; AID 2205, 2009; actives 0.83% (n = 200,000);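 active = plate Z-score above 3 for both tubulin-high and condensed-nucleus cell shares, with cell loss under 80%, at 10 µM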;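 also: anti alpha tubulin signal scored within the nucleus-defined area of each cell; some results filed as inactive read as strong as hits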
Dynein transport = inhibitors of GR-EGFP nuclear translocation, primary screen, dynein cargo transport inhibitor project, imaging, high-content, 3617.4 mouse cells; test concentration mostly 20 µM; stimulated with dexamethasone, 1 µM; stronger effect = lower value; z-score, hits read low; actives 0.47% (n = 220,000); AID 1381, 2008;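 active = plate z-score of nuclear minus cytoplasmic receptor signal below a set negative limit, without overly bright fluorescence or cell loss, cut at about -3.5 in these data, passing the limit was not always enough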;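 also: z-score of nuclear minus cytoplasmic ring GR-EGFP intensity difference per well; some compounds called inactive have numbers as strong as hits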
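Also added – dexamethasone, 1.0 µM final · Buffer or medium – tet-free, stripped-serum medium · Schedule – induction 48 h, compound 1 h, agonist 30 min · Detection – formaldehyde fixation, Hoechst nuclear stain, 10x automated fluorescence imaging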
b-catenin transl = modulators of beta-catenin nuclear translocation, primary screen, imaging, HeLa cells, immunofluorescence, high-content | nuclear translocation activity, % at 5 µM | actives 0.3% (n = 190,000) | AID 1665, 2009;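 active = nuclear translocation activity above 50% at 5 µM, with a well cell count of 50 or more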;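 also: per-cell ratio of nuclear to cytoplasmic median beta-catenin stain intensity; plate controls were DMSO negative control for no effect and GSK-3 inhibitor IX positive control for full effect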
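Test system: human HeLa cell line; Doses: 5 µM primary, 0.02–20 µM confirmation; Incubation: 24 h compound exposure, 37°C; Detection: beta-catenin immunofluorescence imaging with DAPI; Read-out: beta-catenin nuclear/cytoplasmic ratio, % activation.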
Yfh1-depleted yeast = enhancers of respiration in Yfh1-depleted yeast, dose response, Friedreich's ataxia, plus single-dose screen (AID 1465). S. cerevisiae Yfh1-off respiration, WST-1 reduction, 72 h; higher fold induction means a stronger effect. fold induction at 50 µM; hits with a dose series show EC50 in µM. actives 0.074% (n = 220,000);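 active = fold induction of absorbance versus untreated yeast above a set limit, then at least 30% activation at any dose in follow-up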;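 also: activators that raise dye reduction in frataxin-depleted yeast; strong numbers were not always called active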
Autophagy HCS = autophagy modulators in MEF cells, primary screen, imaging, high-content, MEF GFP-LC3; MEF GFP-LC3 puncta imaging; test concentration mostly 10 µM; calls only at 10 µM (by protocol); actives 0.98% (n = 190,000);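 active = percentage of spot-positive cells more than 3 SD above its plate mean, without a fluorescence outlier flag or 80% toxicity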;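 also: spot-positive cell cutoff set from DMSO-treated cells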
WT yeast gro inh mutant strain = further read-out of WT yeast gro inh, marked with its call; inhibition, %; mitochondrial fusion phenotypic screen, mutant strain inhibition
Dynein transport cytoplasmic EGFP = also measured in Dynein transport; calls as there; z-score; measured here: cytoplasmic GR-EGFP intensity; stronger effect = higher value
Dynein transport nuclear GR-EGFP = recorded beside Dynein transport, whose call it bears; z-score; measured here: nuclear GR-EGFP intensity;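 lower value marks the stronger effect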
Dynein transport cell count = second read-out of Dynein transport, no call of its own (marks repeat the call); z-score; measured here: cell count per field
Ins promoter up cell count = also measured in Ins promoter up; calls as there; cell count; measured here: cytotoxicity, nuclei count;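 total cells summed across four imaged fields per well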
b-catenin transl cell count 5 µM = further read-out of b-catenin transl, marked with its call; cell count; measured here: cell count, cytotoxicity flag
MT stabilizer Hoechst-high % = further read-out of MT stabilizer, marked with its call; % Hoechst-high responders; measured here: nuclear condensation Hoechst responders;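 share of cells brighter than vehicle mean plus two SD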
MT stabilizer cytotoxicity % = second read-out of MT stabilizer, no call of its own (marks repeat the call); toxicity, %; measured here: cytotoxicity by cell density;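 0% = mean cell density of plate MIN control wells and 100% = no cells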
Autophagy HCS cell loss 18 h = also measured in Autophagy HCS; calls as there; toxicity, %; measured here: cell loss, nuclei count;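 cell loss after 18 h compound exposure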
Active calls of the source: *; i = inactive; . = not tested or not shown. Rule as the data show it, unless noted: active = inhibition above about 50%; inactive = the rest.

SMILES	human PMI inhibition	WT yeast gro inh	WT yeast gro inh mutant strain	PMI inhibition	Ins promoter up	Ins promoter up cell count	MT stabilizer	MT stabilizer Hoechst-high %	MT stabilizer cytotoxicity %	Dynein transport	Dynein transport cytoplasmic EGFP	Dynein transport nuclear GR-EGFP	Dynein transport cell count	b-catenin transl	b-catenin transl cell count 5 µM	Yfh1-depleted yeast	Autophagy HCS	Autophagy HCS cell loss 18 h
COc1ccc(C(=O)NCC(=O)N/N=C/c2ccc([N+](=O)[O-])s2)cc1OC	9.5%	-4.2	-10.0	26.9%	.	.	4.7	2.2	2.8	-0.653	-0.211	-0.24	0.617	.	.	i	i	6.3
CC(CCc1ccccc1)NC(=O)CNC(=O)COc1ccccc1 (stereo unspecified)	-4.7%	-15.4	10.4	-1.3%	-0.1	1342	3.3	2.8	7.5	2.13	-0.272	1.26	-0.95	-1.7	1125	i	i	28.6
CCCC(C(=O)NC1CCCCC1)N(Cc1ccco1)C(=O)CNS(=O)(=O)c1ccccc1 (stereo unspecified)	3.5%	19.7	15.2	1.5%	-0.89	991	1.9	1.1	6.4	-0.404	-0.28	0.0795	0.607	-3.0	1140	i	i	-1.6
COCCn1nnnc1C(c1cccs1)N1CCN2CCCC2C1 (stereo unspecified)	-26.0%	-4.8	4.1	-19.3%	-0.2	1641	3.0	2.1	0.3	0.0638	0.0666	0.258	-1.98	2.2	925	i	i	22.9
O=c1c2ccccc2n2nnnc2n1-c1ccccc1	8.2%	16.1	24.9	2.2%	-0.78	1169	2.6	1.3	4.6	-0.859	0.108	-0.109	0.574	-4.1	1195	i	i	-3.0
COc1cc(C(=O)N(Cc2cc3cc(C)ccc3[nH]c2=O)CC2CCCO2)cc(OC)c1OC (stereo unspecified)	0.5%	12.3	14.7	2.1%	-0.72	996	3.4	1.9	4.0	-0.337	-0.111	0.283	0.36	-0.2	1138	i	i	-6.9
NC(=O)N1CCN(C(=O)c2ccco2)CC1	3.8%	-1.5	-27.2	-2.0%	0.37	820	2.5	2.7	5.7	0.0151	-0.241	-0.0599	1.07	-0.6	1044	i	i	-0.8
O=C(O)CNC(=S)N(Cc1ccccc1)Cc1cccs1	-33.0%	-0.1	4.1	-13.1%	1.17	1723	3.3	2.9	7.6	0.903	-0.223	1.28	-0.544	0.3	978	i	i	21.9
OCCC1CN(Cc2nc3c(s2)CCCC3)CCN1Cc1ccccc1 (stereo unspecified)	.	.	.	.	-0.18	1027	.	.	.	-1.1	-0.183	-0.152	1.88	-0.1	1377	i	.	.
Oc1ccccc1-c1cc(-c2ccco2)[nH]n1	11.3%	21.4	21.5	-18.6%	-0.51	806	1.6	1.4	6.5	-1.25	-0.337	-0.687	0.0921	3.9	1034	i	i	-6.5
COc1ccc2c(c1)CCC/C2=N\NC(=O)c1ccoc1C	6.4%	-15.6	11.9	2.7%	.	.	3.5	1.4	4.2	0.38	-0.222	0.32	0.629	-0.8	1096	i	i	-5.6
Cc1cc(C(C)(C)C)oc1C(=O)N1CCN(C(=O)c2oc(C(C)(C)C)cc2C)CC1	10.6%	14.1	8.3	-2.3%	-0.23	1224	3.7	2.0	4.9	-2.57	-0.162	-1.31	0.655	0.5	1115	i	i	4.5
COc1cc(C(=O)c2ccccc2Cl)c([N+](=O)[O-])cc1OC	9.2%	6.0	-0.2	13.2%	-0.37	1555	5.9	3.7	3.7	-0.606	-0.307	0.351	-0.306	-3.6	1111	i	i	11.7
CCOCCCn1c(=N)c(C(=O)NCCN2CCOCC2)cc2c(=O)n3cccc(C)c3nc21	.	-14.5	-7.0	.	.	.	1.8	1.1	3.5	-0.471	-0.225	-0.118	0.575	.	.	.	i	-4.1
COC1(OC)N=C(N)C2(C#N)C(c3ccc4c(c3)OCO4)C12C#N (stereo unspecified)	5.4%	17.8	14.5	1.8%	-0.23	1406	5.2	2.5	3.2	-0.184	-0.229	0.214	0.733	-2.7	946	i	i	-5.6
O=C(NCCN1CCN(Cc2ccc([N+](=O)[O-])cc2)CC1)C(=O)Nc1ccccc1	8.6%	-11.3	-4.4	8.2%	-3.53	622	2.2	3.0	9.2	0.547	-0.111	0.167	-1.32	-0.5	1088	i	i	16.1
CCCCC(=O)N(c1ccc(C)c(C)c1)C1C=CS(=O)(=O)C1 (stereo unspecified)	5.0%	-12.6	-8.8	1.5%	0.25	1670	4.2	2.4	12.5	0.694	0.0276	0.396	-0.0359	-1.9	1430	i	i	7.1
CCOC(=O)c1nnn(CC(=O)Nc2ccccc2)c1C(=O)OCC	-2.3%	-8.1	12.8	-4.6%	-0.21	1154	2.8	3.6	8.8	0.31	-0.358	0.586	0.495	-0.2	1118	i	i	-10.6
CCOC(=O)C1(CCCc2ccccc2)CCN(Cc2cnn(C)c2)CC1	10.5%	8.7	16.6	2.4%	-0.31	1442	2.2	1.6	4.1	0.0779	-0.242	-0.158	0.0251	0.3	1018	i	i	16.3
COC(=O)/C(=C/c1cn(C)c2ccccc12)[N+](=O)[O-]	11.6%	-3.3	10.5	9.4%	0.99	1913	1.7	1.3	10.1	-3.17	0.562	-1.85	-0.127	0.6	1094	.	i	28.3
Clc1ccc(Cn2c(-c3cccnc3Cl)nc3ccccc32)cc1	8.6%	7.7	-4.5	11.6%	0.29	1676	2.8	1.6	4.3	-0.231	0.262	0.689	0.139	2.1	1274	i	i	15.6
CCCn1c(N)c(N(C)C)c(=O)n(CC(=O)Nc2ccc(OC(F)(F)F)cc2)c1=O	5.1%	-17.1	-1.2	1.9%	0.2	1242	2.0	2.0	11.3	-0.591	-0.16	-0.166	0.678	-1.0	1135	i	i	-7.8
C[C@@H](C(=O)NCc1ccc(S(C)(=O)=O)cc1)[C@@H]1C[C@@]1(C)[C@@H](NC(=O)OCc1ccccc1)c1ccccc1	11.4%	9.2	-22.6	12.5%	-1.63	923	2.7	1.5	5.2	0.339	-0.233	0.56	-0.0265	.	.	i	i	-10.5
CN1/C(=C\C(=O)c2cccs2)Sc2ccccc21	-4.2%	27.3	31.3	4.2%	0.62	1610	2.6	2.4	10.5	-0.527	-0.202	0.0647	0.32	0.6	1403	i	i	6.4
O=C(Cn1c2[n+](c3ccc(C(F)(F)F)cc31)CCCCC2)Nc1c(F)cccc1F	-4.8%	-0.8	-9.4	-7.0%	.	.	4.5	1.8	5.2	0.242	-0.31	0.137	0.567	1.1	1489	i	i	-15.3

Carrying on.
SMILES	human PMI inhibition	WT yeast gro inh	WT yeast gro inh mutant strain	PMI inhibition	Ins promoter up	Ins promoter up cell count	MT stabilizer	MT stabilizer Hoechst-high %	MT stabilizer cytotoxicity %	Dynein transport	Dynein transport cytoplasmic EGFP	Dynein transport nuclear GR-EGFP	Dynein transport cell count	b-catenin transl	b-catenin transl cell count 5 µM	Yfh1-depleted yeast	Autophagy HCS	Autophagy HCS cell loss 18 h
CSc1ccc(Cc2ccc(Cl)cc2Cl)nn1	6.9%	2.0	5.0	13.8%	0.62	1632	1.9	0.9	10.2	0.957	-0.203	0.116	-0.883	3.0	1339	i	i	1.6
CC1(C)CC2CC(C)(CN2C(=O)NC(=O)c2ccccc2)C1 (stereo unspecified)	10.5%	-8.5	-1.9	13.1%	0.98	1643	4.6	2.2	6.4	-0.244	-0.174	-0.353	-0.167	-0.8	1169	i	i	-2.6
CCOC(=O)N1CCN(c2cc(=O)n(C)c(=O)n2C)CC1	.	.	.	.	0.3	1067	.	.	.	-0.921	-0.218	-0.0556	0.326	-0.4	1324	i	.	.
O=Cc1ccc(OC(=O)c2cc(Cl)nc3ccccc23)cc1	0.3%	-9.3	-6.8	-2.9%	0.63	1293	4.2	2.4	5.0	-1.45	-0.172	-1.06	0.989	1.3	885	i	i	-3.8
CCOC(=O)c1ccc(NC(=O)COc2ccc(S(=O)(=O)NC(C)CC)cc2)cc1 (stereo unspecified)	2.1%	5.3	-5.5	-2.4%	3.08*	1422*	2.9	2.0	6.2	0.722	-0.211	0.485	0.617	-1.1	1297	i	i	6.5
c1ccc(Nc2ncnc3sc4c(c23)CCC4)cc1	15.9%	-7.1	4.4	17.3%	.	.	5.0	3.0	0.3	-0.145	-0.21	-0.361	0.352	.	.	i	i	24.5
COC(=O)c1ccc2c(=O)n(Cc3ccc(C(=O)NCCCN4CCC(C)CC4)cc3)c(=S)[nH]c2c1	-49.2%	0.9	-4.4	-38.8%	.	.	4.7	1.9	3.6	0.354	-0.278	0.207	-0.257	-1.8	1012	i	i	-5.0
COCCn1nnnc1C(c1cc2cc(C)ccc2[nH]c1=O)N1CCc2ccccc21 (stereo unspecified)	27.0%	-5.9	-4.9	7.8%	0.46	1031	2.2	1.0	11.6	-0.821	-0.192	-0.525	1.41	-1.4	1103	i	i	-4.9
O=C(NC1CCCc2ccccc21)c1cccc(Br)c1 (stereo unspecified)	6.4%	-5.3	-18.2	15.8%	0.05	1358	1.6	3.7	12.3	-0.79	-0.247	-0.693	1.33	-0.1	565	i	i	1.9
COc1ccc2[nH]c(=O)c(CN(C(=O)COc3ccccc3)C(C)C)cc2c1	8.4%	13.5	1.0	1.9%	0.47	1054	5.9	1.9	9.9	-0.419	-0.0733	0.12	0.0761	-2.5	1154	i	i	-10.4
Cc1ccc(C(=O)n2c(-c3ccccc3)cnc2SCC(=O)Nc2ccc(C)cc2C)cc1	-3.8%	14.2	14.6	-17.1%	-0.01	1292	4.9	3.5	9.5	-0.97	-0.0182	-0.78	0.594	0.5	567	i	i	-5.7

A few values from the list.
Entry for `CCCCC(=O)N(c1ccc(C)c(C)c1)C1C=CS(=O)(=O)C1` (stereo unspecified) under Ins promoter up: 0.25
Entry for `CN1/C(=C\C(=O)c2cccs2)Sc2ccccc21` under PMI inhibition: 4.2%

Screens from PubChem BioAssay.

Outcome played no part in choosing rows; overall some 5% were active at least once.
